m5-HT2A agonist: activates the mouse 5-HT2A serotonin receptor. activation, % at 7.6 µM. CHO-K1 mHTR2A beta-arrestin complementation, luminescence; percent of 30 µM serotonin response. P35363. 360,000 tested, 0.66% active;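 active = activation above a run cutoff, the mean activation of all tested compounds plus 3 SD, cut at about 14% in these data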;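 note: 0% = plate median of compound wells and 100% = 30 µM serotonin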
NOD2-RIPK2 inh: inhibitors of human NOD2-RIPK2 interaction | O43353 | CHO BLA complementation NOD2-RIPK2, CCF4 ratio | inhibition, % at 4.98 µM | 360,000 tested, 0.38% active; in the data active = inhibition above about 21%;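 note: 0% = vehicle only and 100% = reference blocker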
Target sequence (O43353 whole entry, looked up): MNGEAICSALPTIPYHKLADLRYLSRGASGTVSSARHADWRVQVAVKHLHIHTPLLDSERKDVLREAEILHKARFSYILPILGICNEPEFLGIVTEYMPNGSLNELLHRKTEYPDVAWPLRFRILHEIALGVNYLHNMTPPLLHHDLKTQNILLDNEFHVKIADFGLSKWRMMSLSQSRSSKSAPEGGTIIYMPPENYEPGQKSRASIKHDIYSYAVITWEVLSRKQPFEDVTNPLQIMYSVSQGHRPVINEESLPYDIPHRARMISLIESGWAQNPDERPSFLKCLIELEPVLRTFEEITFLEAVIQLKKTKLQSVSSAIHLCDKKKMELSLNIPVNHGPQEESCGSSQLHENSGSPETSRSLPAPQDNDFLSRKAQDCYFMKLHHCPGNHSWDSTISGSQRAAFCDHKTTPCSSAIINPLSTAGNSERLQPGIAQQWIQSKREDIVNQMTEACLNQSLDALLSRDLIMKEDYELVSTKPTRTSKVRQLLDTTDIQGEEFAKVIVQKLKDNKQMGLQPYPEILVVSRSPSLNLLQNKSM
MC4R ag barr: activates human MC4R beta-arrestin recruitment | U2OS MC4R beta-arrestin complementation, luminescence; percent of melanotan II response, DMSO zero | activation, % at 8.9 µM | 360,000 tested, 0.98% active | AID 540308;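 active = activation above a per-plate cutoff, the mean activation of sample wells on that plate plus 3 SD, cut at about 8% in these data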
Target sequence (P32245 whole entry, looked up): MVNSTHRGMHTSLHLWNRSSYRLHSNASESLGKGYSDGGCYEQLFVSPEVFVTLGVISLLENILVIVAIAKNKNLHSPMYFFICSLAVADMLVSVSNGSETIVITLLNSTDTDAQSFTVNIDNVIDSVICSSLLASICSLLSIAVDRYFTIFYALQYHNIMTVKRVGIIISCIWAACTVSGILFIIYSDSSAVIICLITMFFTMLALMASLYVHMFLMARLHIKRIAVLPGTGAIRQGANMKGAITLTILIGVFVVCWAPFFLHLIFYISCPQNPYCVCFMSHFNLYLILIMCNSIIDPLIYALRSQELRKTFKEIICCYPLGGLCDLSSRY
NCOA2 inhibitor: human SRC2 (NCOA2) inhibition | inhibition, % at 9 µM | HEK293 GAL4-SRC2 luciferase reporter, luminescence | 370,000 tested, 0.17% active;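 active = inhibition above the mean inhibition of all tested compounds plus 3 SD, set per campaign, cut at about 52% in these data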;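 note: 0% = DMSO treated cells and 100% = cells given Gossypol at 36 µM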
Glyco luc inh: blocks N-linked glycosylation in D54 reporter cells; D54 ERlucT glycosylation luciferase reporter, 24 h; percent of 100 nM tunicamycin response; reporter increase, % at 12.5 µM; 360,000 tested, 0.23% active; AID 588692;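 active = mean luciferase reporter signal, scaled so untreated is 0 and the glycosylation-blocking control 100, at or above a set limit in every replicate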;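 note: luciferase carries N-glycosylation sites so blocking glycosylation raises the light; 0% = median of neutral control wells and 100% = median of 100 nM tunicamycin wells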
ABCB6 inh 2: inhibitors of human ABC transporter ABCB6; K562-ABCB6 porphyrin accumulation, flow cytometry, 1 h; active compounds read low; fluorescence ratio to DMSO, % at 10 µM; 360,000 tested, 0.19% active;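 active = fluorescence ratio to DMSO below 75%, the collection mean minus 3 SD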;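 note: signal is porphyrin accumulated inside mitochondria; 100% equals median channel fluorescence of DMSO control wells; lower ratio means ABCB6 inhibition with less porphyrin fluorescence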
MC4R antagonist: antagonists of human melanocortin 4 receptor (MC4R) | P32245 | MC4R-expressing cells, MTII-stimulated cAMP, LANCE TR-FRET | inhibition, % at 6.5 µM | 360,000 tested, 0.48% active;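 active = inhibition above its plate's cutoff, the mean of tested wells on that plate plus 3 SD, cut at about 29% in these data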;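 note: 0% = Melanotan II alone and 100% = Melanotan II plus saturating MCL0020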
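Test system: U2OS cells stably expressing human melanocortin 4 receptor (MC4R); also added: Melanotan II challenge; compound: 6.5 µM single dose; timing: 30-min compound preincubation, 1-h Melanotan II challenge, 1-h detection, room temperature; signal: Eu-cAMP/anti-cAMP TR-FRET, emission 671 nm; repeats: one well per compound, no replicates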
ABHD5-PLIN5 inh: inhibitors of human ABHD5-perilipin-5 interaction; inhibition, % at 4 µM; 360,000 tested, 0.78% active; Split G. princeps luciferase complementation, luminescence, 4 h; Q00G26+Q8WTS1;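 active = inhibition above the mean inhibition across every tested compound plus 3 SD, cut at about 22% in these data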;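 note: 0% = DMSO only wells and the 100% control is not disclosed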
H9c2 protect: modulators protecting cardiomyocytes from myocardial damage | H9c2 cardiomyocytes, H2O2 injury protection, ATPLite, 2 h | protection from H2O2 cell death, % at 20 µM | 360,000 tested, 0.63% active | AID 588492;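 active = compounds giving at least 50% protection of heart cells from peroxide-induced death in the single-dose screen, raw or plate-pattern-corrected value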;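 note: 0% = DMSO wells with peroxide and 100% = DMSO wells without peroxide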
TLR9-MyD88 block: blocks human TLR9 binding to MyD88. CHO BLA complementation TLR9-MyD88, CCF4 FRET ratio. Q9NR96+Q99836. 340,000 tested, 0.21% active. AID 504734. inhibition, % at 4.98 µM;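 active = inhibition above the mean over all tested compounds plus 3 SD, cut at about 21% in these data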;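 note: 0% = DMSO only wells and 100% = clavulanate BLA inhibitor control wells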
The depositor's hits bear a star; . = no result given. Only part of the results is shown. The share of hits here may be higher or lower than overall.

Order of values: NOD2-RIPK2 inh	m5-HT2A agonist	Glyco luc inh	MC4R antagonist	NCOA2 inhibitor	MC4R ag barr	H9c2 protect	TLR9-MyD88 block	ABCB6 inh 2	ABHD5-PLIN5 inh
1	COc1ccc(C(C(=O)NC2CCCC2)N(C(=O)c2ccoc2C)c2ccc(C)c(C)c2)cc1 (centres undefined)
  11	0	-3	0	-2	-1.1	2	11	75	-10
2	Cc1c(OCC(F)(F)F)ccnc1CS(=O)c1nc2ccccc2[nH]1 (centres undefined)
  -9	-2	0	-5	-22	0.1	-10	13	105	-10
3	Cc1ccc(C[n+]2ccccc2)cc1
  -16	-2	0	9	7	1.3	-2	3	94	-2
4	COc1ccc(C(=O)Nc2ccc(C(=O)N3CCOCC3)cc2)cc1OC
  -6	3	2	1	-4	-0.1	-4	-5	98	-2
5	Cc1ccc(Cn2nc(C)c(NC(=O)CSc3n[nH]c(C)c3[N+](=O)[O-])c2C)cc1
  8	1	-2	3	27	-1.3	0	6	88	4
6	CN(CC(=O)N1CCCCC1)S(=O)(=O)c1ccc(Cl)cc1
  -2	-2	1	4	8	-3.0	-2	0	98	-5
7	COc1cccc(CN2C(=O)NC3(CCCCCC3)C2=O)c1
  -5	0	-2	3	10	-2.3	5	-3	100	6
8	CCCCCOC(=O)Cn1c(=O)c2c(nc(N3CCOCC3)n2C)n(C)c1=O
  1	1	2	15	18	-0.2	6	-2	104	-4
9	CCOc1ccc(OCCCC(=O)N2CCN(S(=O)(=O)c3ccccc3C#N)CC2)cc1
  2	3	-3	4	-21	-3.1	-2	-15	86	7
10	O/N=C/c1cn(-c2ccccc2)nc1-c1cccnc1
  -6	4	9	-14	-12	2.0	0	-3	97	10
11	O=C(Nc1ccc2c(c1)C(=O)NC2=O)c1cccc(C(F)(F)F)c1
  -1	6	0	7	8	0.5	13	-2	91	-2
12	Cc1cc(C)cc(NC(=O)c2nccnc2C(=O)O)c1
  -1	4	0	-1	-11	-1.4	5	7	94	-4
13	COc1ccccc1N1CCN(C(=O)c2ccc(CN3CCOCC3)cc2)CC1
  6	2	-1	-1	-35	-1.8	-1	5	102	2
14	COc1ccc(C(=O)C2CC2c2ccc3c(c2)OCO3)cc1 (centres undefined)
  7	0	-1	14	2	1.8	-8	-8	94	-3
15	Cc1cc(OCC(O)CN2CCN(CCO)CC2)ccc1C(C)C (centres undefined)
  -5	2	1	2	-17	-1.9	11	0	97	3
16	Cc1ccc(C)c(Nc2c([N+](=O)[O-])ccc3nonc23)c1
  -3	-7	-1	-4	-10	-0.5	-9	-7	100	3
17	O=c1ccc2cc(S(=O)(=O)NCc3ccccc3)ccc2[nH]1
  -11	4	3	6	11	0.9	1	11	99	2
18	CCSc1nnc(NC(=O)COc2ccc3ccccc3c2)s1
  0	1	0	-6	6	4.3	2	-6	93	3
19	CCOC(=O)c1sc2ccc(S(=O)(=O)N3CCCCC3)cc2c1N
  14	0	-5	4	10	5.5	-19	7	99	-16
20	OC[C@@H]1CN(CCN2CCOCC2)C[C@H](n2cnc3c(NC4CCCC4)ncnc32)O1
  4	2	0	-1	-15	-1.3	3	.	99	4
21	CCN(c1ccc(OC)cc1)S(=O)(=O)c1csc(C(=O)N2CCCC2)c1
  -13	-4	1	5	6	-1.1	2	-1	98	-1
22	O=C(COc1ccccc1[N+](=O)[O-])N(C1CCCCC1)C1CCS(=O)(=O)C1 (centres undefined)
  10	6	1	11	-7	-1.6	15	1	96	4
23	Cc1ccc(C)c(SCC(=O)Nc2ccc(C)c(S(=O)(=O)N3CCOCC3)c2)c1
  -2	6	-4	2	-4	-1.1	-3	-6	97	2
24	COc1cc(S(=O)(=O)NC2CCCCC2)ccc1Cl
  6	-1	-1	16	-5	4.6	-10	-3	99	-3
25	COc1cc(-c2noc(-c3ccco3)n2)cc(OC)c1OC
  -9	9	3	3	-39	-2.9	10	-6	92	-4
26	Nc1c2c(nn1-c1ccccc1)CCC2
  9	-1	0	-2	-8	0.2	0	-1	98	-6
27	Cc1ccc(OCC(=O)Nc2ccc(-c3nc4ncccc4o3)cc2)c(C)c1
  -8	1	1	4	-6	8.0	-6	-7	97	-3
28	Cc1c(CCC(=O)NCCCN2CCCC2=O)c(=O)oc2c(C)c(O)ccc12
  7	0	-1	7	-3	0.5	-4	1	95	5
29	COc1ccc(C(=O)/C=C/Nc2ccccn2)c(OC)c1
  -5	2	-8	-7	-69	1.1	-10	.	102	3
30	CCC(SC1=NCCS1)C(=O)Nc1nnc(-c2ccccc2OC)s1 (centres undefined)
  -3	-12	-2	15	10	0.7	-10	-2	102	-1
31	c1ccc(Nc2nc(CSc3ncn[nH]3)cs2)cc1
  4	0	-1	10	-31	-3.1	-2	1	99	-7
32	O=C(NC1CCSC1=O)C1CC(=O)N(c2ccc(F)cc2)C1 (centres undefined)
  -14	1	1	4	-16	-1.1	1	-7	172	-7
33	O=C(c1ccc(Cl)cc1)N1CCc2c([nH]c3ccccc23)C1C(F)(F)F (centres undefined)
  -11	5	5	17	12	9.8*	1	-7	97	-14
34	O=c1c2ccccc2cnn1Cc1n[nH]c(=S)n1-c1ccccc1F
  -3	2	1	1	-16	0.2	2	0	95	-7
35	CCC(=O)N1CCCC1(C)C(=O)Nc1ccc(C)c(C)c1 (centres undefined)
  5	5	1	-6	9	-1.4	-3	.	99	11
36	CCSc1nnc(NC(=O)c2cccc(S(=O)(=O)N(C)c3ccccc3)c2)s1
  0	4	1	-1	4	-1.0	10	6	100	-2
37	CCCCN1C(=O)C(=O)N(CC(=O)N2CCc3ccccc32)C1=O
  -4	-1	2	3	-46	0.4	1	-1	100	0
38	CC1=C(C(=O)OCC(C)C)C(c2cccc(F)c2)N2C(=O)C(C)SC2=N1 (centres undefined)
  0	-2	-2	12	6	-0.2	3	-11	95	-4
39	O=C(NCc1ccccn1)[C@@H]1CCCN1C(=O)[C@@H]1CCCN1C(=O)c1ccccc1
  -3	-1	.	.	0	.	.	.	96	-5
40	Cc1c(C(=O)CN2CCCC(C)(C)C2)c2ccccc2n1C
  7	2	1	26	-47	3.8	3	-6	106	-7
41	Cc1nn(-c2ccc(F)cc2)c2nc(N)c(C#N)c(-c3ccc(O)c(O)c3)c12
  3	-8	-3	-5	-23	0.2	77*	9	95	1
42	CCCCCOC(=O)c1[nH]c2c(c1C)C(=O)CC(c1ccco1)C2 (centres undefined)
  3	5	4	-16	.	2.6	-34	-3	103	5
43	COc1ccc(S(=O)(=O)NCc2ccco2)c2ccccc12
  0	0	-1	-7	-2	3.1	-10	1	103	23*
44	CCOC(=O)C1=C(N)Oc2c(oc(CO)cc2=O)C1c1ccc(Cl)cc1 (centres undefined)
  -3	0	4	11	3	0.7	16	-4	96	3
45	Cc1ccc(NC(=O)c2ccccc2F)cc1S(=O)(=O)N1CCCCCC1
  -3	-1	-2	0	-2	-0.3	-9	10	92	1
46	Cc1cccc(C)c1NC(=O)CN(C)C(=O)c1ccccc1Cc1ccccc1
  6	2	-1	16	14	-0.8	5	-4	90	-11
47	Cc1ccccc1C(=O)Nc1cc(-c2cc(C(C)(C)C)oc2C)nn1C
  2	1	-2	-2	-5	-0.2	-4	-4	97	-3
48	COc1cc2[nH]c3c(N4CCN(c5ccc(Cl)cc5)CC4)ncnc3c2cc1OC
  -5	5	-6	20	7	12*	-17	0	90	2
49	CCc1ccc(N2CC(C(=O)OCC(=O)Nc3cc(C)on3)CC2=O)cc1 (centres undefined)
  -3	-1	1	2	-12	-0.4	-7	2	100	3
50	Cn1c(CSCc2ccc(Cl)cc2)nnc1SCC(=O)Nc1nc2ccccc2s1
  -2	-1	-8	13	-55	0.2	-7	2	95	-2

Other entries follow:
Order of values: NOD2-RIPK2 inh	m5-HT2A agonist	Glyco luc inh	MC4R antagonist	NCOA2 inhibitor	MC4R ag barr	H9c2 protect	TLR9-MyD88 block	ABCB6 inh 2	ABHD5-PLIN5 inh
51	Cc1ccc(CN2C(=O)c3ccccc3C2c2nnnn2C(C)C)cc1 (centres undefined)
  5	-3	.	.	-6	.	.	.	97	1
52	CSc1nnc(N(CCC#N)CCC#N)s1
  7	13	2	11	-19	1.8	-6	5	110	3
53	CCC(=O)Nc1nc(-c2ccc3c(c2)CC(C)N3S(C)(=O)=O)cs1 (centres undefined)
  -2	2	-1	5	-2	-2.6	12	-8	101	1
54	COc1cc(C)nc(NS(=O)(=O)c2ccc(C)cc2)n1
  6	0	3	11	-6	0.6	6	-1	99	-9
55	O=c1oc2c(-c3ccc([N+](=O)[O-])cc3)cc(O)cc2s1
  -14	-2	1	-8	11	2.8	-8	-1	95	-4
56	O=C(CN1CCCCCC1)Nc1cccc2c1OCO2
  -10	3	-2	19	15	1.5	-5	-3	93	5
57	O=[N+]([O-])c1cc(Cc2ccccc2)cc(C=Nc2ccc(N3CCOCC3)cc2)c1O
  -2	2	7	2	.	3.5	86*	1	98	1
58	O=C(/C=C/Nc1ccc(F)cc1F)c1cccs1
  -12	0	-14	-3	-63	0.4	-19	-4	97	0
59	COC(=O)N/N=C/c1ccc(OC(=O)/C=C/c2ccco2)cc1
  -8	-6	2	-1	-51	-2.6	-6	.	100	7
60	Fc1cc(F)cc(-c2oncc2-c2nnnn2-c2ccccc2)c1
  -1	6	1	14	3	1.0	-3	0	94	4
61	COc1ccc(N2CCN(S(=O)(=O)c3ccc(OC)c(C(=O)N4CCOCC4)c3)CC2)cc1
  -10	2	-1	13	1	0.9	2	5	102	-3
62	Cc1cc(NS(=O)(=O)c2ccc(NC(=O)CSc3nnc(-c4ccco4)n3N)cc2)nc(C)n1
  -1	1	-1	-1	1	-3.1	3	-4	102	-11
63	CCN(CC(=O)Nc1cc(Cl)ccc1C)C(=O)COc1ccccc1F
  7	1	1	-6	20	-2.1	2	0	102	1
64	O=C(CSc1n[nH]c(-c2cccnc2)n1)Nc1ccccc1C(F)(F)F
  -10	5	1	23	-7	1.1	-6	-6	97	0
65	O=C(O)CC(NC(=O)C(c1ccccc1)c1ccccc1)c1ccco1 (centres undefined)
  0	3	-2	-4	-18	2.3	8	-1	98	9
66	CC(C)N1C(=O)C(=O)N(CC(=O)N(C)c2ccccc2)C1=O
  0	-1	-3	0	3	-0.6	2	2	98	2
67	COc1ccc(C)cc1NC(=O)Cn1cnnn1
  1	0	2	-1	24	-1.2	-7	-4	101	2
68	CCCC(=O)Nc1ccc(NC(=O)c2ccccc2OC)cn1
  -2	0	0	8	-3	-0.4	0	-10	89	8
69	O=C(O)c1cc(-c2ccc3c(c2)OCO3)nc2ccc(Cl)cc12
  3	1	4	5	-27	1.5	-9	-5	97	7
70	COC(=O)c1ccccc1NC(=O)Cn1nnc(-c2ccc3c(c2)OCO3)n1
  -6	6	3	-3	-23	-2.8	-2	0	103	7
71	CCCn1c(N)c(Sc2ccccc2)c(=O)n(CCC)c1=O
  -2	18*	1	5	-7	-2.0	-1	4	97	0

Screening results as filed in PubChem BioAssay.
